Screens as filed in PubChem BioAssay.
RSV antiviral HEp-2: RSV antiviral activity via CPE protection, HEp-2 cells, primary 10 µM value included (AID 2391) | HEp-2 cells, RSV-induced CPE inhibition; higher % means a stronger effect | CPE inhibition, % at 10 µM, or IC50 in µM where a hit was titrated | 310,000 compounds, 0.13% hits; in the data active = a potency from the dose series; inconclusive = CPE inhibition mostly from about 23% at the one dose, without a potency; inactive = the rest, 99 in 100 with CPE inhibition below about 21%; also: strong numbers were not always called active
West Nile virus CPE: inhibition of WNV-induced cytopathic effect – cell-based, CPE readout (AID 1621); West Nile virus-infected cells, CPE inhibition; higher % means a stronger effect; CPE inhibition, % at 10 µM, or IC50 in µM where a hit was titrated; 290,000 compounds, 0.02% hits; in the data active = a potency from the dose series; inconclusive = CPE inhibition mostly from about 3.7% at the one dose, without a potency; inactive = the rest, 99 in 100 with CPE inhibition below about 2.2%; also: strong numbers were not always called active
Myeloid diff MLP: compounds promoting myeloid differentiation. ER-HoxA9 myeloid progenitors, lysozyme-GFP differentiation, flow cytometry. calls only at 10 µM. 360,000 compounds, 1% hits. AID 624256;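 active = normalized GFP-positive differentiation at or above the plate's own cutoff, the solvent-only control mean plus 3 SD; inconclusive = no clear call, values can overlap the other calls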;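 also: cells exposed to compound for four days before flow analysis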
SV40 large T antigen: TAg ATPase/helicase activity blockers – biochemical (AID 1903). SV40 large T antigen ATPase/helicase inhibition assay; higher % means a stronger effect. inhibition, % at 20 µM, or IC50 in µM where a hit was titrated. 310,000 compounds, 0.39% hits; in the data active = a potency from the dose series; inconclusive = inhibition mostly from about 32% at the one dose, without a potency; inactive = the rest, 99 in 100 with inhibition below about 32%; also: strong numbers were not always called active
bCat nuc transl: alters nuclear translocation of beta-catenin in HeLa cells; immunofluorescence imaging; nuclear translocation activity, % at 5 µM; 190,000 compounds, 0.3% hits; AID 1665;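 active = nuclear translocation activity above 50% at 5 µM, with a well cell count of 50 or more; inconclusive = wells under 50 cells across six images, flagged as toxic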;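 also: per-cell ratio of nuclear to cytoplasmic median beta-catenin stain intensity; plate controls were DMSO negative control for no effect and GSK-3 inhibitor IX positive control for full effect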
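Signal – beta-catenin immunofluorescence imaging with DAPI · Test system – human HeLa cell line · Dosing – 5 µM primary single dose, 0.1% DMSO, 0.02–20 µM confirmation series · Measure – % activation, nuclear-to-cytoplasmic median beta-catenin signal ratio per cell · Incubation – 24 h compound exposure at 37°C, 5% CO2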
WT yeast gro inh: growth inhibition of WT yeast, mitochondrial fusion screen; mitochondrial fusion phenotypic screen, WT strain; inhibition, % at 10 µM; 190,000 compounds, 2.1% hits; in the data active = inhibition above about 58%; tested in S. cerevisiae
T cell modulator: modulates CD8 T cell binding to vesicles; 2C CD8+ T cell-vesicle binding, flow cytometry; active compounds read low; calls only at 7 µM; 330,000 compounds, 0.068% hits;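 active = response, share of CD8 T cells binding vesicles, and their 90th percentile fluorescence all below set limits, cut at about 80% in these data, passing the limit was not always enough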
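material = purified 2C TCR transgenic mouse naive CD8+ T cells | controls = Unloaded micro-vesicles (low), QL9 vesicles with 0.7% DMSO (high) | detection = cytometric PE anti-B7-1 and Alexa647 anti-CD8 signals after 1% paraformaldehyde fixation | incubation = binding step 1.5 h, 37 °C, antibody labelling 20 min, ice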
Rac1 GTP hydrolysis: MgcRacGAP GTPase-activating activity inhibitors, confirmation, biochemical, ADP Hunter fluorescence | MgcRacGAP-stimulated Rac1 GTP hydrolysis, ADP Hunter fluorescence; higher % means a stronger effect; GST-tagged Rac1 F28L mutant substrate | 340,000 compounds, 0.6% hits | inhibition, % at 30 µM, or IC50 in µM where a hit was titrated;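 active = first-screen hits whose inhibition reached a set limit at any dose in the follow-up dose series; inconclusive = inhibition above the set first-screen limit but never retested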;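 also: fluorescence reports GDP produced by GAP-driven GTP hydrolysis; strong numbers were not always called active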
PhoP inhibition: PhoP-dependent GFP reporter repression – Salmonella Typhimurium, primary screen (AID 1863) | S. Typhimurium PhoP-regulated promoter GFP reporter, 4 h; higher % means a stronger effect | 300,000 compounds, 0.16% hits | inhibition, % at 50 µM; hits with a dose series show IC50 in µM;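 active = inhibition over 29.93%, a cutoff 3 SD above the screen mean, later confirmed by dose response; inconclusive = inhibition over 29.93% but no dose response follow-up; inactive = inhibition at most 29.93% or unconfirmed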;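 also: 0% = low Mg2+ inducing control and 100% = high Mg2+ repressing control; strong numbers were not always called active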
WT yeast gro inh mutant strain: recorded beside WT yeast gro inh, whose call it bears; inhibition, %; mitochondrial fusion phenotypic screen, mutant strain inhibition
bCat nuc transl cell count 5 µM: also measured in bCat nuc transl; calls as there; cell count; measured here: cell count, cytotoxicity flag
T cell modulator vesicle-bound %: further read-out of T cell modulator, marked with its call; double positive events, %; measured here: CD8+ vesicle-bound cell fraction;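 binding gate set so that unloaded-vesicle control wells show 10% double positive cells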
Myeloid diff MLP GFP+ MAC1+ %: recorded beside Myeloid diff MLP, whose call it bears; GFP+ MAC1+ double positive, %; measured here: differentiation confirmed by MAC1 staining
The depositor's hits bear a star; i = inactive; ? = inconclusive; / = no result given. Outcome played no part in choosing rows (roughly 3.6% active in at least one column).

SMILES	RSV antiviral HEp-2	West Nile virus CPE	Myeloid diff MLP	Myeloid diff MLP GFP+ MAC1+ %	SV40 large T antigen	bCat nuc transl	bCat nuc transl cell count 5 µM	WT yeast gro inh	WT yeast gro inh mutant strain	T cell modulator	T cell modulator vesicle-bound %	Rac1 GTP hydrolysis	PhoP inhibition
CC(=O)Nc1ccc(S(=O)(=O)Nc2ccc(S(=O)(=O)Nc3ncccn3)cc2)cc1	0.5%	0.0%	i	3.3	9%	/	/	/	/	i	35	-2%	-3%
CC(C)(C)N=C1C([N+](=O)[O-])=CC=C2C1=NC1(CCCCC1)N2O	4.7%	0.0%	i	0.7	8%	2.0	537	21	20	i	28	-4%	13%
CCOc1ccc(N(CC(=O)Nc2ccccc2OCC)S(=O)(=O)c2c(C)noc2C)cc1	17%	-1.1%	?	/	13%	/	/	/	/	i	10	13%	3%
CN1C(=O)c2ccc(C(=O)NC3CCCCC3)cc2C1=O	0.9%	0.1%	i	1.0	9%	/	/	8	4	i	59	-8%	-18%
Cc1cc(NC(=O)CSc2nc3ccccc3c(=O)n2-c2ccccc2)no1	0.8%	0.3%	i	0.6	-1%	-0.3	1072	3	-13	i	38	8%	-2%
O=C(COc1ccc(S(=O)(=O)N2CCOCC2)cc1)N1CCN(c2ccccc2)CC1	3.8%	-0.8%	i	6.2	1%	/	/	/	/	i	53	6%	4%
C=CCn1c(SCC(=O)NCc2ccc3c(c2)OCO3)nnc1-c1cccnc1	0.9%	0.5%	i	0.3	4%	0.3	1192	-1	10	i	31	7%	-11%
O=C(NNc1cccc(Cl)n1)Nc1ccccc1	0.9%	-0.3%	i	0.9	-8%	/	/	27	9	i	28	4%	9%
COCCNC(=O)Nc1ccc(F)cc1	6.6%	0.1%	i	0.5	3%	-4.9	1090	-4	14	i	9	6%	-4%
CCCCNS(=O)(=O)c1ccc2nc(-c3cccnc3)cc(C(=O)NC3CCCC3)c2c1	1.8%	-0.2%	i	0.2	11%	-0.6	1288	/	/	i	30	9%	-4%
CCCCn1c(N)c(N(Cc2ccccc2OC)C(=O)CC2OC(=O)c3ccccc32)c(=O)[nH]c1=O (centres undefined)	2.7%	/	i	0.6	2%	/	/	/	/	i	35	11%	1%
Cc1nc2ccccn2c1-c1csc(Nc2ccc(C(=O)O)cc2)n1	-0.5%	?	?	/	8%	/	/	/	/	i	58	4%	3%

The list goes on; it opens with the four that closed the last part.
SMILES	RSV antiviral HEp-2	West Nile virus CPE	Myeloid diff MLP	Myeloid diff MLP GFP+ MAC1+ %	SV40 large T antigen	bCat nuc transl	bCat nuc transl cell count 5 µM	WT yeast gro inh	WT yeast gro inh mutant strain	T cell modulator	T cell modulator vesicle-bound %	Rac1 GTP hydrolysis	PhoP inhibition
COCCNC(=O)Nc1ccc(F)cc1	6.6%	0.1%	i	0.5	3%	-4.9	1090	-4	14	i	9	6%	-4%
CCCCNS(=O)(=O)c1ccc2nc(-c3cccnc3)cc(C(=O)NC3CCCC3)c2c1	1.8%	-0.2%	i	0.2	11%	-0.6	1288	/	/	i	30	9%	-4%
CCCCn1c(N)c(N(Cc2ccccc2OC)C(=O)CC2OC(=O)c3ccccc32)c(=O)[nH]c1=O (centres undefined)	2.7%	/	i	0.6	2%	/	/	/	/	i	35	11%	1%
Cc1nc2ccccn2c1-c1csc(Nc2ccc(C(=O)O)cc2)n1	-0.5%	?	?	/	8%	/	/	/	/	i	58	4%	3%
O=C(NCc1ccc2c(c1)OCO2)c1ccncc1	-0.4%	-0.5%	i	1.0	1%	-0.4	1150	15	11	i	33	5%	18%
O=C(CSc1nnnn1-c1ccc(F)cc1)c1ccc(O)c(O)c1	0.2%	-1.2%	i	0.4	29%	-3.5	1299	-3	1	i	58	81µM*	2%
Cc1ccc(C2C3=C(CC(C)(C)CC3=O)Nc3[nH]c(=S)[nH]c(=O)c32)cc1 (centres undefined)	2.5%	0.0%	i	0.6	7%	-2.2	1095	-2	-11	i	19	16%	-21%
COc1ccc(-n2nc(C(=O)N3CCC(C#N)CC3)c3c4ccccc4n(C)c3c2=O)cc1	0.6%	-0.1%	i	1.4	/	/	/	10	-1	i	44	1%	/
CN(c1ccc(OCC(=O)N2CCN(c3ccc(F)cc3)CC2)cc1)S(=O)(=O)c1cccs1	2.2%	-1.1%	i	0.6	22%	0.4	1050	13	3	i	20	5%	-8%
CCOc1c2c(nc3ccc(Cl)cc13)CCC2	?	-0.4%	i	3.3	1%	6.5	1255	14	25	i	26	11%	-6%
CCCC(=O)NC(C)c1nc(-c2ccc(C)cc2)no1 (centres undefined)	-0.7%	0.0%	i	1.2	15%	/	/	/	/	i	23	6%	0%
O=C(O)c1ccccc1-n1cccc1C(=O)O	/	-0.3%	i	0.1	-5%	-3.0	1188	/	/	i	28	/	-1%
COCCCNC(=S)N1CCN(S(C)(=O)=O)CC1	1.6%	0.0%	i	1.1	10%	1.4	915	-13	-9	i	42	5%	-13%
N#Cc1ccc(CSc2ncccn2)cc1	-0.5%	-0.2%	i	0.5	1%	/	/	/	/	i	10	9%	3%
CCCCCCOc1ccc(/C(C)=N/NC2=NCCN2)cc1[N+](=O)[O-]	-2.1%	-2.0%	i	0.5	3%	3.5	1412	65	70	i	58	11%	-6%
CC(=O)c1ccc(-n2c(C)c(C(C)=O)c3cc(O)ccc32)cc1	5.1%	-0.5%	i	0.3	5%	/	/	/	/	i	23	7%	-6%
CC1Cc2cc(S(=O)(=O)N3CCC(C(=O)NCc4ccco4)CC3)ccc2N1C(=O)C1CCC1 (centres undefined)	1.0%	-0.4%	i	2.0	11%	/	/	/	/	i	16	9%	-12%
CCn1nnc(-c2ccccc2NC(=O)c2cccc(-n3cnnn3)c2)n1	1.5%	-0.2%	i	9.2	24%	-0.1	1191	23	-1	i	22	10%	11%
COc1cc(NC(=O)C2CCCCC2)c2ncccc2c1	-2.1%	0.8%	i	0.7	17%	-2.9	1162	19	12	i	55	15%	-13%
CCc1ccc(NC(=O)CSc2nc3ccccc3c(=O)n2CCCC(=O)N2CCCC2)cc1	0.6%	1.0%	i	3.5	3%	/	/	-8	-13	i	53	3%	-5%
CN(C(=O)CSc1nc(O)cc(=O)n1-c1ccccc1F)c1ccccc1	1.2%	1.2%	i	0.7	9%	/	/	/	/	i	67	6%	-1%
COc1cccc(-c2ccc3ncnc(NCc4cccs4)c3c2)c1	3.6%	/	i	1.1	/	/	/	/	/	i	21	9%	/
CCc1nc2sc3c(=O)[nH]cnc3c2c2c1CSC(C)(C)C2	3.9%	0.0%	i	0.6	/	2.0	1186	/	/	i	32	-2%	-18%
CCOC(=O)N1CCN(C(c2ccc(C(C)C)cc2)c2sc3nc(C)nn3c2O)CC1 (centres undefined)	0.3%	-0.1%	i	2.1	4%	0.1	1069	9	0	i	18	7%	-3%
CC(Nc1nc(N2CCN(CCO)CC2)nc2ccccc12)c1ccccc1 (centres undefined)	-0.9%	-0.2%	i	0.3	4%	1.4	1108	-19	-8	i	2	-3%	0%
CC(=O)c1c(C)[nH]c(C(=O)CN2CCN(S(=O)(=O)c3ccc(C(C)C)cc3)CC2)c1C	-0.1%	/	i	0.7	/	/	/	/	/	i	25	4%	/
Cc1nn(-c2ncc(C(F)(F)F)cc2Cl)c(=O)n1-c1ccccc1	0.5%	-0.4%	i	1.7	12%	-15	1226	-12	-46	i	27	-1%	1%
Fc1ccc(N2CCN(C3=Nc4cccc5cccc3c45)CC2)cc1	7.3%	-1.1%	i	0.0	12%	-0.6	1099	59*	34*	i	64	16%	-10%
CCC(=O)Nc1ccc2c(c1)nc(CCN1CCN(C)CC1)n2C	0.7%	0.3%	i	0.7	2%	-1.0	1128	-16	-42	i	54	5%	7%
O=C(N/N=C/c1coc2ccccc2c1=O)c1cc2ccccc2o1	3.7%	-0.1%	i	1.0	-9%	/	/	7	-5	i	10	3%	-6%
CCn1c(SCCC(=O)O)nnc1-c1cccnc1	1.0%	-0.4%	i	1.0	0%	-7.0	969	2	7	i	17	5%	-5%
CCCCC(=O)Nc1ncc(S(=O)(=O)c2ccc([N+](=O)[O-])cc2)s1	-0.6%	-0.3%	i	1.3	4%	/	/	/	/	i	10	6%	-4%
CCC(=O)NCCCCCCNC(=O)CC	5.2%	0.1%	i	7.4	5%	/	/	6	3	i	34	6%	6%
CCCCC(=O)NC(=S)NNC(=O)CCc1ccccc1	1.2%	-0.3%	i	0.0	/	0.4	1346	/	/	i	37	-6%	0%
O=C(NNC(=O)c1ccc(F)c(S(=O)(=O)N2CCOCC2)c1)c1ccc(Br)cc1	-0.5%	/	i	0.5	/	/	/	/	/	i	12	5%	/
Cc1cc(NC(NC(=O)c2ccco2)(C(F)(F)F)C(F)(F)F)no1	-0.7%	0.5%	i	2.3	7%	-6.1	959	-6	6	i	21	4%	-4%
NS(=O)(=O)c1ccc(NC(=O)/C=C/c2cn(-c3ccccc3)nc2-c2cccc(Cl)c2)cc1	2.8%	-0.7%	i	0.0	15%	1.1	1544	-13	6	i	47	3%	-7%
CN(C(=O)c1c(Cl)cnn1C)C12CC3CC(CC(C3)C1)C2	2.8%	-0.5%	i	0.8	3%	0.7	1158	-7	3	i	42	4%	5%
COc1cc(C(=O)NC2CCN(CC(=O)NC3CCCCC3)CC2)cc(OC)c1OC	0.5%	-0.5%	i	1.0	3%	/	/	/	/	i	16	2%	3%
CCC(C(=O)Nc1ccccc1C(=O)N1CCOCC1)N1C(=O)c2ccccc2C1=O (centres undefined)	0.6%	0.2%	i	9.7	11%	/	/	-11	-5	i	17	5%	-8%
